Bioassay records from PubChem BioAssay.
TDP1 block: blocks human tyrosyl-DNA phosphodiesterase 1; recombinant TDP1, AlphaScreen DNA substrate cleavage; 0.28% of 350,000 active; Potency, µM (series often up to 130 µM), for inactives: at the top dose activity change, negative = inhibition, most hits filed as inhibitors; AID 485290; also: nearly all actives have a fitted effect of over 40% in size
Target sequence (Q9NUW8 whole entry, looked up): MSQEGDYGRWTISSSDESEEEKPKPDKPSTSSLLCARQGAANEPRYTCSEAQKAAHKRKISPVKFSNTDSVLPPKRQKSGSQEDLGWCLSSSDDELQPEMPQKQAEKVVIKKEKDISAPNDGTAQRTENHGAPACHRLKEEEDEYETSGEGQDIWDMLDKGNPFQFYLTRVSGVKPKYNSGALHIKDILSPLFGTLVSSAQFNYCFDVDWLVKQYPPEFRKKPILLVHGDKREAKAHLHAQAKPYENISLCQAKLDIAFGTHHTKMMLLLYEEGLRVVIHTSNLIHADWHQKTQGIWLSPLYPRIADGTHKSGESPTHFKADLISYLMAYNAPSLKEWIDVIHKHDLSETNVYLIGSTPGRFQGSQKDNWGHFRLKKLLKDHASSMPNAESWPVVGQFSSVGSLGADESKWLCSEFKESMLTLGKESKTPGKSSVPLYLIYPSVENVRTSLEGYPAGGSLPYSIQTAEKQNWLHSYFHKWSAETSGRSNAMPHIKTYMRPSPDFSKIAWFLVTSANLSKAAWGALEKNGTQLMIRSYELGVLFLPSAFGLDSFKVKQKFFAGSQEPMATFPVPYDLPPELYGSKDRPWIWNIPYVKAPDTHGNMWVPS
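Enzyme-compound mixtures sat 15 min at room temperature, followed by a 5 min reaction with 15 nM final substrate and 10 min with AlphaScreen beads. Recombinant human Tdp1 was used at 1 nM final.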
DT40 TDP1 no CPT: qHTS for Inhibitors of human tyrosyl-DNA phosphodiesterase 1 (TDP1): qHTS in cells in absence of CPT; DT40 Tdp1-/- hTDP1 cells, no CPT, ATP luminescence, 48 h; Potency, µM (top dose mostly 46.2 µM), for inactives: at the top dose activity change, negative = growth inhibition, usual class: inhibitors; 15% of 420,000 active; also: nearly all actives have a fitted effect of over 55% in size
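Chicken DT40 Tdp1-/- cells complemented with human TDP1, screened without camptothecin (DMSO vehicle only), 400 cells/well. Compounds pin-transferred, cells incubated at 37 °C for at least 48 hr. Growth read as ATP-dependent luminescence (CellTiter-Glo, 30 min at RT).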
N370S GC mod: inhibits or activates N370S mutant glucocerebrosidase | P04062 | N370S GC spleen homogenate, 4MU-glucoside fluorescence | Potency, µM (doses to about 59.4 µM), inactives show at the highest dose activity change, negative = inhibition, actives largely listed as inhibitors | 0.092% of 330,000 active | AID 2101;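 also: 0% = full enzyme activity and -100% = no enzyme basal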
Starred values were filed as active, the others as inactive; ? = inconclusive; . = not tested or not shown; & = joins results of further samples; [ ] = remark or other dose. Calls follow the shape of the dose curve; as a rule, active = well fitted curve in the direction sought with a large enough effect; inconclusive = small, poorly fitted or top-dose-only effect, or another doubt; inactive = no such curve, though single readings can be large; an effect the other way counts as inactive or inconclusive. Unless noted, % is scaled to controls: 0 for no effect and ±100 for the full control effect; potency is read from the fitted curve at half-maximal effect.

SMILES,TDP1 block,DT40 TDP1 no CPT,N370S GC mod
COc1ccc(CN2CCC(n3nccc3NC(=O)CCCc3ccccc3)CC2)cc1C,1%,29µM*,-18%
COc1ccc2oc(C(=O)OCc3c(C)noc3C)c(C)c2c1,3%,-23%,3%
COC(=O)c1ccc(COC(=O)c2c(C)nn(Cc3ccccc3Cl)c2Cl)o1,0%,-4%,8%
CCCCCCC(=O)Nc1cc2c(C)cc(=O)oc2cc1C,6%,-20%,1%
COCCN(C(=S)Nc1ccccc1C)C(C)c1cccnc1 (stereo not given),3%,-19%,0%
COc1ccc(N2CCN(C(=O)C3(S(=O)(=O)c4ccc(C)cc4)CC3)CC2)cc1,.,-27%,-5%
CCn1c(=O)n(CC)c2cc(N3CCCC3)c(NC(=O)c3ccc(F)cc3)cc21,6%,18µM*,-2%
CN(C(=O)CSc1nncn1C)C1CCCN(Cc2ccccc2F)C1 (stereo not given),3%[56.1 µM],15%,-6%
COc1ccc(C(=O)Nc2cccc(S(C)(=O)=O)c2)cc1OC,4%,27%,3%
Cc1ccc(-c2c(C)n([O-])c3c([n+]2=O)CCCC3)cc1,6%,?,-9%
O=C(N/N=C/C1CC2CCC1C2)c1c[nH]c2ccccc12 (stereo not given),6%,-1%,-1%
Cc1cc(Sc2nc(N)ncc2[N+](=O)[O-])ncn1,.,1.3µM*,2%
Cc1ccc(-c2sc(C)nc2CC(=O)O)cc1,3%,-3%,-6%
CSC(=CC(=O)c1ccccc1)SC,-1%,-3%,1%
c1ccc(SCc2nc(-c3ccccn3)no2)cc1,7%,-9%,-9%
COc1ccc(C(=O)C(CN2CCOCC2)c2ccccc2)cc1 (stereo not given),3%,3.3µM*,4%
CN1CCN(c2ccc(Cl)cc2NC(=O)c2ccc(=O)n(C)n2)CC1,1%,?,-1%
Cc1cccc(C)c1NC(=O)CN(C)C(C)C(=O)NCC(=O)Nc1ccc(F)c(F)c1F (stereo not given),-1%,8%,.
NS(=O)(=O)c1ccc(S(=O)(=O)N2CCCC2)cc1,0%,-19%,-12%
CC1=C(C(=O)OC(C)(C)C)C(c2ccco2)C(C#N)=C(N)O1 (stereo not given),4%,-19%,3%

Remaining list, next part.
SMILES,TDP1 block,DT40 TDP1 no CPT,N370S GC mod
O=C(NCc1nc2ccccc2[nH]1)C1=C[C@H](c2ccc(Br)cc2)C[C@H](OCc2ccc(CO)cc2)O1,5%,?,-6%
O=C(NCC1CCCO1)c1c(O)c2cccc3c2n(c1=O)CCC3 (stereo not given),-1%,?,-1%
Cc1ccc(C)c(Oc2cc(NN3CCCCC3)c([N+](=O)[O-])cc2[N+](=O)[O-])c1,.,-22%,0%
CC(=O)N1CCC(C(=O)c2ccc(Cl)cc2)CC1,-4%,-12%,-4%
COc1cnc(-c2ccccc2)nc1OC,7%,-9%,2%
COc1ccc(CNc2ccnc(-c3ccccc3CN(C)C)n2)c(OC)c1,.,15µM*,-13%
CCOc1ccccc1NC(=O)NC(=O)N(C)S(C)(=O)=O,2%,0%,2%
CC1=NC(C(F)(F)F)(C(F)(F)F)C(C#N)=C(C)N1,4%,4%,2%
O=C(Nc1nnc(S(=O)(=O)N2CCOCC2)s1)c1cccc(Br)c1,9%&-4%,?,-12%
COc1ccc(OCCC(=O)NCC23CC4CC(CC(C4)C2)C3)cc1,8%,?,0%
Cc1cc2nc(CSc3ccccc3)cc(=O)n2[nH]1,8%,-21%,3%
Cc1ccc(-c2cn3c(=O)cc(C)[nH]c3n2)cc1,-1%,-15%,3%
COc1ccc(OC)c(-n2c(CNC3CCN(Cc4ccccc4)CC3)nc3ccccc3c2=O)c1,8%,-14%,-8%
COCCNC(=O)c1ccc(-c2nc(CS(=O)(=O)c3ccccc3)c(C)o2)cc1,0%,-24%,.
CC1=CC2=NC(=O)/C(=C\c3cc(C)n(-c4ccccc4F)c3C)C(=N)N2O1,-1%,29µM*,5%
COc1ccccc1-c1nn(CCC(=O)Nc2cccc(C(C)=O)c2)c2nc(C)cc(C)c12,8%,16µM*,.
COc1ccc(NC(=O)C(NC(=O)/C=C\c2ccc3c(c2)OCO3)c2ccc(C)cc2)cc1 (stereo not given),6%,-21%,.
COc1nnc(-c2ccc(N3CCCCC3)c(NC(=O)C3CCCCC3)c2)c2ccccc12,0%,?,-8%
N/C(=N\NC(=O)Nc1ccccc1)c1ccccn1,.,1%,12%
Cc1ccccc1CSc1nc(C(C)(C)C)cc(=O)[nH]1,6%,-3%,5%

Further results
Value order – TDP1 block | DT40 TDP1 no CPT | N370S GC mod
> COc1cc2cc(C(=O)N/N=C/c3ccccc3Cl)[nH]c2cc1OC
    . | 23µM* | -4%
> CC12CCC(C/C1=N\N=C1\NC(=O)/C(=C\c3ccc(Cl)cc3)S1)C2(C)C (stereo not given)
    3% | ? | 2%
> COc1ccc(N2CCN(C(=O)Cc3noc4ccc(C)cc34)CC2)cc1
    3% | ? | .
> O=C(NCc1ccccn1)C1CCCN(S(=O)(=O)c2cccc3nsnc23)C1 (stereo not given)
    8% | ? | 2%
> N=c1oc2ccc(Br)cc2cc1C(=O)NCc1ccccc1
    4% | ? | -7%
> COc1ccc(C(=O)Nc2nc(-c3nnn(-c4cc(OC)ccc4OC)c3C)ns2)cc1
    5% | 16µM* | .
> CN(CC(=O)Nc1cccc(F)c1)C(=O)/C=C/c1ccc2ccccc2n1
    -6% | 0% | -7%
> C/C(Cn1nc([N+](=O)[O-])cc1C)=N\NC(=O)COc1ccccc1[N+](=O)[O-]
    -8% | 13% | 6%
> O=C(Nc1nncs1)C(Sc1ccccc1)c1ccccc1 (stereo not given)
    0% | -28% | -13%
> O=C1CN(C(=O)CNC(=O)c2ccccc2Cl)c2ccccc2N1
    -5% | 4% | 10%
> O=C(CSc1nccc(=O)[nH]1)NCc1ccc(Cl)cc1
    -5% | 12% | -7%
> CN1C(=S)SC2CS(=O)(=O)CC21 (stereo not given)
    0% | -13% | -1%
> COc1ccc(NCC(=O)Nc2cc(S(=O)(=O)N3CCOCC3)ccc2N2CCOCC2)c(OC)c1
    5% | ? | 2%
> CC(C)(C)NC(=O)CN(C(=O)CCC(=O)Nc1nccs1)c1ccc(F)cc1
    . | 9% | -14%
> COc1cc(C2C=C(c3cccs3)Nc3ncnn32)cc(OC)c1OC (stereo not given)
    2% | 0.65µM* | -8%
> COc1ccc(CN(C(=O)c2cccs2)c2ccccc2C(=O)O)cc1
    6% | -2% | -4%
> Cn1c(=O)c(/C(N)=N/OC(=O)c2ccccc2)cn(-c2ccccc2)c1=O
    0% | ? | 1%
> CCOC(=O)C1=C(CNCc2ccccc2Cl)NC(=O)NC1c1cccc([N+](=O)[O-])c1 (stereo not given)
    5% | ? | 18%
> CN(C)c1ccc(N=Nc2ccc(S(N)(=O)=O)cc2)cc1
    -18% | -15% | -15%
> CCOC(=O)C(C)Oc1ccc(=O)n(-c2ccccc2)n1 (stereo not given)
    5% | -6% | 1%

Next part (6 carried over from the part before).
Value order – TDP1 block | DT40 TDP1 no CPT | N370S GC mod
> COc1cc(C2C=C(c3cccs3)Nc3ncnn32)cc(OC)c1OC (stereo not given)
    2% | 0.65µM* | -8%
> COc1ccc(CN(C(=O)c2cccs2)c2ccccc2C(=O)O)cc1
    6% | -2% | -4%
> Cn1c(=O)c(/C(N)=N/OC(=O)c2ccccc2)cn(-c2ccccc2)c1=O
    0% | ? | 1%
> CCOC(=O)C1=C(CNCc2ccccc2Cl)NC(=O)NC1c1cccc([N+](=O)[O-])c1 (stereo not given)
    5% | ? | 18%
> CN(C)c1ccc(N=Nc2ccc(S(N)(=O)=O)cc2)cc1
    -18% | -15% | -15%
> CCOC(=O)C(C)Oc1ccc(=O)n(-c2ccccc2)n1 (stereo not given)
    5% | -6% | 1%
> COC(=O)c1nn(-c2ccc(OC)cc2)c(=O)cc1Oc1ccccc1
    5% | -7% | -1%
> CN1CCC(=O)N(CCSc2ccc(Br)cc2)CC1
    7%&4% | ? | -8%&-9%
> O=C(Nc1cccc(NS(=O)(=O)c2ccc(S(=O)(=O)NC3CC3)cc2)c1)c1ccccn1
    4% | ? | -22%
> O=C(Nc1nnc(-c2ccccc2)s1)c1cc(S(=O)(=O)N2CCOCC2)c(Cl)cc1Cl
    5% | -17% | -1%
> Cc1cc(NC(=O)CSc2ccc3nnc(-c4cccc(F)c4)n3n2)no1
    4% | -13% | -2%
> O=C(Cn1nnc(-c2ccccc2)n1)NC1CCS(=O)(=O)C1 (stereo not given)
    . | -6% | -9%
> Cc1c(NC(=S)NC(=O)C(c2ccccc2)c2ccccc2)cccc1C(=O)O
    2% | 6% | 4%
> Cc1ccc(CNCc2cc(Cl)ccc2O)cc1
    0% | ? | -21%
> CCn1nnnc1SCC(=O)c1ccc(NC(C)=O)cc1
    6% | 2% | 8%
> COCCNCCCOc1ccc(Cl)cc1Br
    -6% | 16µM* | -11%
> Cc1ccc2c(c1)-c1nc3ccccc3cc1C2=NC1CCCCC1
    0% | ? | 18%
> COc1ccc(-n2nc(C(=O)NCC(=O)NCCCN3CCN(C)CC3)c3ccccc3c2=O)cc1OC
    . | -17% | -9%
> COc1ccc(CCNC(=O)CCn2cccc2)cc1OC
    5% | -8% | -1%
> CC(C(=O)N1CCCC1)N1CCN(c2ccccc2O)CC1 (stereo not given)
    -8% | 4% | 0%
> CCOc1ccc(NC(=O)CN(C)CC(=O)Nc2ccc(F)c(F)c2F)cc1OCC
    1% | -29% | -4%
> COc1ccc(CNC(=O)c2cc3c(=O)[nH]c4ccccc4c3n2C)c(OC)c1
    7% | ? | .
> Cc1cccc(CS(=O)(=O)c2ncc(Cl)c(C(=O)NCc3ccccc3)n2)c1
    7%&0% | 2.6µM* | -7%
> O=C(c1ccoc1)N1CCCC(Nc2ccc(F)c(F)c2)C1 (stereo not given)
    3% | 15% | -26%
> CC(C)=CCN1CCN(Cc2ccoc2)CC1CCO (stereo not given)
    . | ? | -3%
> O=C(NCCCn1ccnc1)c1ccc(-c2cccc(Cl)c2Cl)o1
    7% | ? | .

(continued)
Value order – TDP1 block | DT40 TDP1 no CPT | N370S GC mod
> O=c1c2ccccc2nnn1COc1ccc(Cl)cc1Br
    -7% | -3% | 10%
> COc1ccc(NC(=O)Cn2c(CCC(=O)O)ccc2-c2ccccc2)cc1
    8% | 11% | -2%
> O=S(=O)(Nc1nnc(C2CCCCC2)s1)c1ccc(F)cc1
    . | 0% | 2%
> Cc1ccc(NC(=O)CSc2nc3ccccc3c(=O)[nH]2)cc1[N+](=O)[O-]
    2% | ? | .
> Cc1ccc(N2C(=O)N3[C@H](c4ccc(Br)cc4)[C@@H]4C(=O)N(C(C)(C)C)C(=O)[C@@H]4[C@]3(C)C2=O)cc1
    . | -7% | -30%
> COc1ccc(C(=O)NC2=NCCS2)cc1S(=O)(=O)N1CCCCC1C (stereo not given)
    4% | -24% | -2%
> CCC(C)(C)NC(=O)C(c1ccc(OC)cc1)N(C(=O)CCC(=O)Nc1cc(C)on1)C(C)(C)C (stereo not given)
    -7% | -20% | 3%
> COC(=O)c1ccc(-n2c(C)cc(C(=O)CCl)c2C)cc1
    8% | 2.6µM* | 5%
> CCc1nnc(SCc2ccc(OC(C)C)cc2)n1N
    2% | 2% | 8%
> Cc1ccc(CNC(=O)COC(=O)c2ccc(S(=O)(=O)N3CCCCCC3)cc2)cc1
    -5% | ? | -23%
> COc1ccc(OC)c(NC(=O)COC(=O)CNC(=O)c2ccc(OC)c(OC)c2)c1
    -4% | -2% | .
> COc1cccc(CSc2nc3cc4c(cc3cc2C)OCCO4)c1
    -2% | 29µM* | 9%
> COc1ccccc1C(=O)Nc1ccnn1C1CCN(C(=O)C2CCOC2)CC1 (stereo not given)
    3% | -1% | 0%
> Cc1cccc(C(=O)NC(=S)Nc2ccc(S(=O)(=O)N(C)c3ccccc3)cc2)c1
    5% | 13µM* | 4%
> COc1ccc(CN(CCC(c2ccccc2)c2ccco2)C(=O)c2ccco2)cc1 (stereo not given)
    4% | ? | 22%
> Cc1cc(C(=O)Nc2nnc(C3CCCCC3)s2)no1
    7% | 7% | 6%
> CCOC(=O)N1CCN(C(=O)CCn2c(=S)[nH]c3ccsc3c2=O)CC1
    -3% | -16% | 7%
> Cc1cccc(-c2ccc(-c3cc(=O)oc4cc(C)cc(C)c34)cc2)c1
    -5% | . | 6%[89.1 µM]

Not all compounds are listed. The share of hits here may be higher or lower than overall.
